Source: PubChem
RmlCD inh 1536: M. tuberculosis RmlC/RmlD coupled enzyme inhibitors, primary screen, biochemical, compound mixtures, 384-well, from 1536-well plates. dTDP-4-dehydrorhamnose reductase (Mycobacterium tuberculosis (strain ATCC 25618 / H37Rv)) …. RmlC+RmlD coupled enzyme assay, percent inhibition; primary screen in compound mixtures. inhibition, % at 3.6 µM. 160,000 tested, 0.03% active. AID 1533, 2009; in the data active means inhibition mostly above about 34%, no sharp cut-off; further: some results filed as inactive read as strong as hits
Target sequence (P9WH09 whole entry, looked up): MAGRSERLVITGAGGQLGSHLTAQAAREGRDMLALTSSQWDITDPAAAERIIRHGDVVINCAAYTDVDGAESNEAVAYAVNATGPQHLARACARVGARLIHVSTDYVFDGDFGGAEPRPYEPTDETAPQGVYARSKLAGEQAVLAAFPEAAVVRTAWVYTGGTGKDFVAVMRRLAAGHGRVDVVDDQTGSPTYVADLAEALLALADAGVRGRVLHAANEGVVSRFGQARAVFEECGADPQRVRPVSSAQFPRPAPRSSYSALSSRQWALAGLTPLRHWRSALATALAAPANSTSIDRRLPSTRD
Target sequence (P9WH11 whole entry, looked up): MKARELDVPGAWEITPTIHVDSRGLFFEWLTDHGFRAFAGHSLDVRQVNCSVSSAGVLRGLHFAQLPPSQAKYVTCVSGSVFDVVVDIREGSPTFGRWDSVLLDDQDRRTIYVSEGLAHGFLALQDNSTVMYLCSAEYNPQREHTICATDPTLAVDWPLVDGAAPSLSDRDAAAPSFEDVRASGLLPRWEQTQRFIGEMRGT
M. tuberculosis GlmU: inhibition of mycobacterial GlmU enzyme – biochemical, glucosamine-1-phosphate acetyltransferase (AID 1376) | Bifunctional protein GlmU (Mycobacterium tuberculosis (strain ATCC 25618 / H37Rv)) | M. tuberculosis GlmU acetyltransferase enzyme assay; higher % means a stronger effect | one-dose inhibition, %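 (tested at 30 µM in the primary screen)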; IC50 in µM for titrated hits | 220,000 tested, 0.25% active; in the data active means inhibition above about 13%;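 further: 0% = complete reaction with vehicle and 100% = reaction without substrate; strong numbers were not always called active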
* hit, by the source's call. Only part of the results is shown, so the mix of outcomes need not match the whole.

Results for CCOc1ccc(N2C(=O)CC(Sc3nc(-c4cccs4)cc(C(F)(F)F)c3C#N)C2=O)cc1 (stereo not given) ?
RmlCD inh 1536: 16; M. tuberculosis GlmU: -0.9%

Results for CCc1ccc(N2C(=O)c3cc(N4CCOCC4)c([N+](=O)[O-])cc3C2=O)cc1 ?
RmlCD inh 1536: 2; M. tuberculosis GlmU: 0.2%

How did CC(C)c1ccc(NC(=O)CCNS(=O)(=O)c2cccc3nsnc23)cc1 do in these assays?
M. tuberculosis GlmU: -2.7%

Results for O=S1(=O)CC/C(=N\Nc2ccccc2)c2ccsc21 ?
RmlCD inh 1536: 2; M. tuberculosis GlmU: -6.2%

Results for CC(O)C1C(=O)OC2(C)CC(C)(C)NC(=S)N12 (stereo not given) ?
RmlCD inh 1536: -4; M. tuberculosis GlmU: 7.3%

Results for COCCCNC(=O)CSc1nc2ccc(N3CCOCC3)cc2c(=O)n1CCc1ccccc1 ?
M. tuberculosis GlmU: 1.4%

How did Cc1ccccc1Nc1nnc(SCC(=O)N(C)C2CCS(=O)(=O)C2)s1 (stereo not given) do in these assays?
RmlCD inh 1536: -12; M. tuberculosis GlmU: 1.4%

Results for COC(C[C@@H](O)C[C@@H](O)[C@H](C)OCc1ccccc1)OC ?
M. tuberculosis GlmU: 8.9%

Results for COC(=O)CSc1nc(N2CCOCC2)c2c(c1C#N)CCCC2 ?
RmlCD inh 1536: -7; M. tuberculosis GlmU: 1.2%

How did FC(F)(F)c1ccccc1C1=CC(c2ccccc2)n2ncnc2N1 (stereo not given) do in these assays?
M. tuberculosis GlmU: 3.6%

Results for C=CCN1C(=O)/C(=C/c2ccc(OC(C)=O)c(OCC)c2[N+](=O)[O-])SC1=S ?
RmlCD inh 1536: 10; M. tuberculosis GlmU: -0.9%

How did CC1CCCC(C)N1/N=C/c1ccccc1OC(F)F (stereo not given) do in these assays?
RmlCD inh 1536: 2; M. tuberculosis GlmU: 1.3%

What do the screens show for `COc1ccc(Nc2cc(C)nc3ccccc23)cc1`?
RmlCD inh 1536: -8; M. tuberculosis GlmU: -0.6%

What do the screens show for `COc1ccc(CN2CCN(Cc3ccon3)CC2CCO)c(C)c1C` (stereo not given)?
RmlCD inh 1536: 14; M. tuberculosis GlmU: 1.3%

Results for C=CCn1c(SCC(=O)Nc2nnc(CC)s2)nnc1-c1ccco1 ?
M. tuberculosis GlmU: -6.2%

How did CCOc1cc(CN2CCN(c3ccc(C(C)=O)cc3)CC2)ccc1OC do in these assays?
RmlCD inh 1536: 15; M. tuberculosis GlmU: 2.0%

What do the screens show for `Cc1cc(C)c(S(=O)(=O)NCC(=O)O)cc1C`?
M. tuberculosis GlmU: -1.4%

How did Clc1ccc(-c2nc(-c3ccccn3)no2)cc1Cl do in these assays?
RmlCD inh 1536: -8; M. tuberculosis GlmU: 2.9%

Results for Cc1nn(C)c(C)c1/C=N/NC(=O)C(C)(C)Oc1ccc(Cl)cc1 ?
RmlCD inh 1536: 4; M. tuberculosis GlmU: 2.0%

Results for CC(=O)NC1=NN(C(C)=O)C(C)(c2ccc(C)cc2)S1 (stereo not given) ?
RmlCD inh 1536: -11; M. tuberculosis GlmU: 3.0%

Overlap with the part before: four compounds; new compounds follow.
What do the screens show for `Cc1cc(C)c(S(=O)(=O)NCC(=O)O)cc1C`?
M. tuberculosis GlmU: -1.4%

How did Clc1ccc(-c2nc(-c3ccccn3)no2)cc1Cl do in these assays?
RmlCD inh 1536: -8; M. tuberculosis GlmU: 2.9%

Results for Cc1nn(C)c(C)c1/C=N/NC(=O)C(C)(C)Oc1ccc(Cl)cc1 ?
RmlCD inh 1536: 4; M. tuberculosis GlmU: 2.0%

Results for CC(=O)NC1=NN(C(C)=O)C(C)(c2ccc(C)cc2)S1 (stereo not given) ?
RmlCD inh 1536: -11; M. tuberculosis GlmU: 3.0%

What do the screens show for `CC(=O)NC(Cc1ccccc1)C(=O)NC1CCN(C(=O)c2cnccn2)CC1` (stereo not given)?
RmlCD inh 1536: -8; M. tuberculosis GlmU: 5.1%

How did COC(=O)c1cc(OC)c(OC)cc1NC(=O)c1ccc(OC)cc1 do in these assays?
RmlCD inh 1536: 11; M. tuberculosis GlmU: -1.7%

What do the screens show for `Cn1cccc1/C=N/NC(=O)c1ccc(OC(F)(F)C(F)F)cc1`?
RmlCD inh 1536: 2; M. tuberculosis GlmU: -2.7%

Results for O=c1c(C=NCCCn2ccnc2)c(-c2ccccc2)[nH]n1-c1nc2ccccc2s1 ?
RmlCD inh 1536: 5; M. tuberculosis GlmU: -7.8%

What do the screens show for `CCNc1nc(NCC)nc(N(C)n2cnnc2)n1`?
M. tuberculosis GlmU: 5.0%

How did CCOC(=O)c1ccccc1NC(=O)Cc1sc(-c2cccnc2)nc1-c1ccc(C)cc1 do in these assays?
RmlCD inh 1536: 6; M. tuberculosis GlmU: -1.0%

How did Cc1ccc(Oc2ccc(C(F)(F)F)cc2[N+](=O)[O-])c([N+](=O)[O-])n1 do in these assays?
RmlCD inh 1536: 8; M. tuberculosis GlmU: -1.4%

What do the screens show for `CCNc1ccc(C(=O)NN=C2CCCC2)cc1[N+](=O)[O-]`?
RmlCD inh 1536: -11; M. tuberculosis GlmU: -4.7%

How did N#CCCN(C(=O)CSc1nc(-c2ccccc2)cn1N)c1ccc(F)cc1 do in these assays?
RmlCD inh 1536: 13; M. tuberculosis GlmU: 2.9%

How did COCCn1nnnc1C(C(C)C)N(Cc1ccccc1)Cc1cc2cc(OC)ccc2[nH]c1=O (stereo not given) do in these assays?
M. tuberculosis GlmU: -5.2%

What do the screens show for `CCc1nnc(NC(=O)c2sc3nc4c(cc3c2N)CCCCC4)s1`?
RmlCD inh 1536: -10; M. tuberculosis GlmU: -0.1%

What do the screens show for `Cn1c(-c2ccc(F)cc2)cnc1SCC(=O)Nc1ccccc1N1CCOCC1`?
M. tuberculosis GlmU: -1.9%

What do the screens show for `CC(C)(C)c1nnc(N/N=C/c2ccccc2)n(N)c1=O`?
RmlCD inh 1536: 3; M. tuberculosis GlmU: 10%

How did COc1ccc(C2C(CC(=O)O)=C(Nc3ccccc3)C(=O)N2c2ccccc2)cc1 (stereo not given) do in these assays?
RmlCD inh 1536: -11; M. tuberculosis GlmU: 2.1%

How did Cc1cccc2[nH]c(SCC(=O)N3CCOCC3)nc12 do in these assays?
RmlCD inh 1536: -16; M. tuberculosis GlmU: -1.2%

Results for Cc1ccc(SCc2nnc(N)s2)cc1 ?
RmlCD inh 1536: -1; M. tuberculosis GlmU: 0.1%

How did O=C(NCC1CCCO1)c1ccc(CS(=O)(=O)Cc2ccc(F)cc2)o1 (stereo not given) do in these assays?
M. tuberculosis GlmU: -1.9%

Results for CCCCSc1nc(N)c(NC(=O)c2ccco2)c(=O)[nH]1 ?
M. tuberculosis GlmU: 1.6%

What do the screens show for `CC(C)(C)S(=O)(=O)c1cnc2c(-c3ccc(Cl)cc3)cnn2c1N`?
RmlCD inh 1536: 1; M. tuberculosis GlmU: 0.0%

What do the screens show for `O=C(NCc1ccc(F)cc1)C(c1ccccc1)N(CC1CCCO1)C(=O)Cn1nnc2ccccc21` (stereo not given)?
M. tuberculosis GlmU: 1.7%

Reprinted from above, 4 compounds:
How did O=C(NCC1CCCO1)c1ccc(CS(=O)(=O)Cc2ccc(F)cc2)o1 (stereo not given) do in these assays?
M. tuberculosis GlmU: -1.9%

Results for CCCCSc1nc(N)c(NC(=O)c2ccco2)c(=O)[nH]1 ?
M. tuberculosis GlmU: 1.6%

What do the screens show for `CC(C)(C)S(=O)(=O)c1cnc2c(-c3ccc(Cl)cc3)cnn2c1N`?
RmlCD inh 1536: 1; M. tuberculosis GlmU: 0.0%

What do the screens show for `O=C(NCc1ccc(F)cc1)C(c1ccccc1)N(CC1CCCO1)C(=O)Cn1nnc2ccccc21` (stereo not given)?
M. tuberculosis GlmU: 1.7%

The listing continues:
What do the screens show for `O=C(Nc1nccs1)NC1CCCCC1`?
M. tuberculosis GlmU: -0.1%

What do the screens show for `Cc1c(Cl)c([N+](=O)[O-])nn1Cc1ccc(C(=O)Nc2ccc(Cl)cn2)o1`?
RmlCD inh 1536: 6; M. tuberculosis GlmU: 2.1%

Results for COc1ccc2c(c1)c(CC(=O)Nc1ccc(C)cc1)c(C)n2C(=O)c1ccc(Cl)cc1 ?
RmlCD inh 1536: 3; M. tuberculosis GlmU: -3.5%

Results for CCC(COC(=O)Nc1cccc(C)c1C)NC(=O)OCC(C)C (stereo not given) ?
RmlCD inh 1536: 8; M. tuberculosis GlmU: -1.1%

Results for O=C1CCCCCN1Cc1nnc(SCc2nc3ccccc3s2)n1-c1ccccn1 ?
M. tuberculosis GlmU: 4.1%

How did CCN(CC)CCOc1ncnc2c1oc1ccccc12 do in these assays?
M. tuberculosis GlmU: 2.9%

Results for Cc1nc(C)c(C(=O)Nc2cccc(C)c2C)o1 ?
RmlCD inh 1536: -9; M. tuberculosis GlmU: -1.9%

Results for Clc1ccc(OCc2nc(-c3ccccn3)no2)c(Br)c1 ?
M. tuberculosis GlmU: 6.8%

What do the screens show for `Cc1c(NC(=O)c2ccco2)cccc1-c1nc2cccnc2s1`?
M. tuberculosis GlmU: -5.2%

How did CC(Cl)C(=O)c1ccc2c(c1)CCN2C(=O)C1CC1 (stereo not given) do in these assays?
RmlCD inh 1536: 8; M. tuberculosis GlmU: 1.5%

What do the screens show for `Cc1ccc(-c2c(C(=O)NNC(=S)NCC3CCCO3)csc2C)cc1` (stereo not given)?
RmlCD inh 1536: 3; M. tuberculosis GlmU: 0.9%

Results for C[C@@H](Oc1ccccc1)c1nnn(Cc2ccccc2)c1-c1c([C@@H](C)Oc2ccccc2)nnn1Cc1ccccc1 ?
M. tuberculosis GlmU: -1.6%

Results for O=S(=O)(c1cnc(Cl)c(Br)c1)N1CCN(c2ncccn2)CC1 ?
RmlCD inh 1536: 0; M. tuberculosis GlmU: -3.8%

How did O=C(CSc1nnc(Cc2ccccc2)o1)Nc1ccc2c(c1)OCO2 do in these assays?
M. tuberculosis GlmU: 5.8%

How did COc1ccc(C(C(=O)NC2CCCC2)N(C(=O)c2ccoc2C)c2ccc(C)c(C)c2)cc1 (stereo not given) do in these assays?
RmlCD inh 1536: 2; M. tuberculosis GlmU: 0.2%

What do the screens show for `Cc1ccc(Cl)cc1NC(=S)NN`?
RmlCD inh 1536: 10; M. tuberculosis GlmU: 2.9%

How did CCOC(=O)c1sc(NC(=O)CCN2CCCCCC2)c(C(=O)OCC)c1C do in these assays?
RmlCD inh 1536: 12; M. tuberculosis GlmU: -4.0%

Results for S=C(NCC1CCCO1)Nc1ccc(Cl)c(Cl)c1 (stereo not given) ?
M. tuberculosis GlmU: -0.1%

Results for CC(=O)OCC(=O)Nc1ccccc1C ?
RmlCD inh 1536: 2; M. tuberculosis GlmU: -2.5%

What do the screens show for `CCO[C@@H]1OC(C(=O)N2CCN(Cc3ccccc3)CC2)=C[C@H](c2csc3ccccc23)[C@H]1CCCO`?
M. tuberculosis GlmU: -1.7%

What do the screens show for `CCOc1cc(C#N)c(NC(=O)CSc2nnnn2-c2ccc(OC)cc2)cc1OCC`?
RmlCD inh 1536: 1; M. tuberculosis GlmU: -0.9%

What do the screens show for `C/C(=N\NC(=O)COc1ccccc1)c1cccs1`?
M. tuberculosis GlmU: 3.0%

What do the screens show for `COc1ccc(OP(=O)(Nc2ccccc2)Nc2ccccc2)cc1`?
M. tuberculosis GlmU: 2.2%

How did S=C(NCC1CC1)N/N=C/c1ccccc1Cl do in these assays?
M. tuberculosis GlmU: -8.0%

Results for CCOC(=O)c1cc2sccc2n1CC(=O)c1ccc2c(c1)OCCO2 ?
M. tuberculosis GlmU: 1.8%

What do the screens show for `COc1ccccc1N1CCN(CCCOc2ccc(F)cc2)CC1`?
M. tuberculosis GlmU: -0.8%

What do the screens show for `CCOc1ccccc1N(CC(=O)O)S(=O)(=O)c1ccccc1`?
RmlCD inh 1536: -3; M. tuberculosis GlmU: 0.6%

Results for Cn1c(CNC(=O)C(C)(C)C)nc2ccccc21 ?
RmlCD inh 1536: 13; M. tuberculosis GlmU: -7.1%

Results for CCC(NC(=O)c1ccccc1NC(=O)c1ccc(C)cc1)C(=O)O (stereo not given) ?
RmlCD inh 1536: 10; M. tuberculosis GlmU: -0.4%

Results for COc1ccc(C(=O)Nc2cc3c(cc2Cl)OCCCO3)cc1 ?
RmlCD inh 1536: 16; M. tuberculosis GlmU: -0.2%

How did COCCn1c(N2CCN(c3ccc(OC)cc3)CC2)nc2c1c(=O)n(C)c(=O)n2C do in these assays?
RmlCD inh 1536: -7; M. tuberculosis GlmU: 4.0%

Results for CS(=O)(=O)Nc1ccc(C(=O)NCC2CCCO2)cc1 (stereo not given) ?
M. tuberculosis GlmU: 4.1%

What do the screens show for `CCc1c(SCCC(=O)O)nc2ccccc2c1C`?
RmlCD inh 1536: 9; M. tuberculosis GlmU: 2.9%

What do the screens show for `CCCCC(=O)OCC(=O)c1ccc(OCC)cc1`?
M. tuberculosis GlmU: 5.1%

Results for CCC(=O)Nc1ccc(-c2cc3ccccc3oc2=O)cc1 ?
M. tuberculosis GlmU: -0.7%

Results for Cc1ccc(C)n1-c1ccc(C(=O)Nc2ccccc2F)cc1 ?
RmlCD inh 1536: 9; M. tuberculosis GlmU: 2.3%

What do the screens show for `Cc1cccc(NC(=O)Cn2cnc3c(cnn3-c3ccc(F)cc3)c2=O)c1C`?
RmlCD inh 1536: -12; M. tuberculosis GlmU: 2.4%

How did Cc1nn(C)cc1C1C2=C(CC(C)(C)CC2=O)N(c2ccccc2)C2=C1C(=O)CC(C)(C)C2 do in these assays?
RmlCD inh 1536: -6; M. tuberculosis GlmU: -0.8%

What do the screens show for `CN(C)c1ccc(/C=N\NC(=O)c2cccc3cc[nH]c23)cc1`?
RmlCD inh 1536: 6; M. tuberculosis GlmU: 9.8%

How did O=C(COc1ncnc2ccccc12)Nc1cccc([N+](=O)[O-])c1 do in these assays?
M. tuberculosis GlmU: 2.0%
